Compound activity (PubChem)
ST2 inh: blocks human ST2 binding to IL-33 | Q01638 | inhibition, % for hits at 17 µM | hit rate 2.3% among 78,000 | AlphaLISA ST2-Fc/biotin-IL-33 interaction, 1 h; in the data active means inhibition above about 30%; inconclusive means mostly about 10% to 28%
Target sequence (Q01638 whole entry, looked up): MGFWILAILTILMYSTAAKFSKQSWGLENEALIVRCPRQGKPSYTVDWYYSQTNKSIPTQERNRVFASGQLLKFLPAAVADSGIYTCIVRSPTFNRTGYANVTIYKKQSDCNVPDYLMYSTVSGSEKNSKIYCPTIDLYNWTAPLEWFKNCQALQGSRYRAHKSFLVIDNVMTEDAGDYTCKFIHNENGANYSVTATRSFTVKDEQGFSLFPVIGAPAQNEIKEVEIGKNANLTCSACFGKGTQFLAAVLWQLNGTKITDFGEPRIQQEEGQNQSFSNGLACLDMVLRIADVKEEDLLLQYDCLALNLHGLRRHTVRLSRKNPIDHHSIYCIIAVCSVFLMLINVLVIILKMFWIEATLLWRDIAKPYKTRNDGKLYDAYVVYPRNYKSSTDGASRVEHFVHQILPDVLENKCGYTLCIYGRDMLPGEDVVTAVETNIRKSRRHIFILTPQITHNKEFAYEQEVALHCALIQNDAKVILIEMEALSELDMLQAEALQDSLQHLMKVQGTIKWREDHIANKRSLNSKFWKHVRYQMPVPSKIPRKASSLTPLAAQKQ
* = called active by the depositor; i = inactive; ? = inconclusive. These rows are one share of the data; count on the stated rates, not on these rows.

SMILES	ST2 inh
Cc1ccc(NC(=O)CN2C(=O)C(C)N=C(c3ccccc3)c3ccccc32)c(Cl)c1 (stereo not drawn)	i
CC(C)NC(=O)NC[C@H]1C[C@@H]2CCN1C[C@@H]2CN1CCN(c2ccccc2)CC1	?
NC(=O)c1ccccc1NC(=O)c1cccn(Cc2ccccc2Cl)c1=O	i
COc1cc(CN(C)CCc2ccccc2)c([N+](=O)[O-])cc1OC	?
O=C(NC(O)C(Cl)(Cl)Cl)c1ccco1 (stereo not drawn)	i
COc1ccc(-c2cc([C@H]3CN4CC[C@H]3C[C@@H]4CNC(=O)Nc3cccc(C#N)c3)n(C)n2)cc1	i
COc1ccc(CN2C(=O)CC(=O)NC2=O)cc1	i
Nc1ccncc1	i
COC(=O)c1cccc(CN2CCO[C@@H]3CCCC[C@H]32)n1	i
COc1ccc(S(=O)(=O)NC[C@H]2C[C@@H]3CCN2C[C@@H]3CN2CCSCC2)cc1	i
Cn1nc(-c2ccco2)cc1[C@H]1CN2CC[C@H]1C[C@@H]2CNC(=O)c1cccs1	i
CN(Cc1ccccc1)C[C@H]1CN2CC[C@H]1C[C@@H]2CNC(=O)c1ccccc1	i
Oc1c(Cl)cc(Cl)cc1CN1CCN(c2ccccc2F)CC1	i
Oc1ccc2c3c1O[C@H]1c4oc5ccccc5c4C[C@@]4(O)C(C2)N(CC2CC2)CCC314 (stereo partly drawn)	?
Fc1ccc(N2CCN(C[C@H]3CN4CC[C@H]3C[C@@H]4CNC(=S)Nc3ccc(-n4cccn4)cc3)CC2)cc1	i
CC(=O)OC1CC(O)C2(C)C(CC(OC(C)=O)C3(C)C2CCC2(C)C(c4ccoc4)C(=O)C4OC423)C1(C)C (stereo not drawn)	?
CCN(CC)C(=O)c1ccc2c(c1)N(CC(=O)O)C(=O)C1CCCCN21 (stereo not drawn)	i
COc1ccc(Cl)cc1/C=C/[N+](=O)[O-]	97%*
O=C(NC1CC1)[C@H]1CN2CCC1C[C@@H]2Cn1cc(C2(O)CCCC2)nn1 (stereo partly drawn)	i
Cn1nc(-c2ccc(F)cc2)cc1[C@H]1CN2CC[C@H]1C[C@@H]2CNC(=O)Nc1cccc(C#N)c1	i
COCCNC(=S)NC[C@H]1C[C@@H]2CCN1C[C@@H]2CN1CCC[C@@H]1COC	i
O=C(O)CSCC(=O)N1C[C@@H]2C[C@H](C1)c1c(-c3ccc(Cl)cc3)ccc(=O)n1C2	?
C=CCN(C)C(=O)[C@H]1CN2CCC1C[C@@H]2Cn1cc(CCO)nn1 (stereo partly drawn)	?
C=CCNC(=O)NC[C@H]1C[C@@H]2CCN1C[C@@H]2c1cc(C(CC)CC)nc(-c2ccncc2)n1	i
CN(C)C(=O)[C@H]1CN2CCC1C[C@@H]2Cn1cc(-c2ccc(-c3ccccc3)cc2)nn1 (stereo partly drawn)	i

Given field by field: 3 of the compounds above.
> Fc1ccc(N2CCN(C[C@H]3CN4CC[C@H]3C[C@@H]4CNC(=S)Nc3ccc(-n4cccn4)cc3)CC2)cc1
- ST2 inh: i

> COc1cc(CN(C)CCc2ccccc2)c([N+](=O)[O-])cc1OC
- ST2 inh: ?

> Cc1ccc(NC(=O)CN2C(=O)C(C)N=C(c3ccccc3)c3ccccc32)c(Cl)c1 (stereo not drawn)
- ST2 inh: i

Remaining list, next part
SMILES	ST2 inh
CN(C)CCC(=O)c1ccccc1	i
CC(C)(C)n1cc(C2=CCN(Cc3ccc4c(c3)OCO4)CC2)cn1	?
O=C1C2C(C(=O)N1c1ccccc1F)C1(Cl)C(Cl)=C(Cl)C2(Cl)C1(Cl)Cl (stereo not drawn)	i
C#CCOc1c(I)cc(/C=C/[N+](=O)[O-])cc1OC	i
O=c1c(-c2cncnc2)ccc2n1C[C@H]1C[C@@H]2CN(Cc2cc3ccccc3o2)C1	i
Cc1o[nH]c(=O)c1CC(N)C(=O)O (stereo not drawn)	i
CSc1ccc(-c2ccc(=O)n3c2[C@@H]2C[C@@H](CN(C(=O)c4ccc(C#N)cc4)C2)C3)cc1	i
Cc1cccc(CN2CCN(c3cccc(C)c3C)CC2)c1	?
Cc1cccc(-n2c(/C=C/c3ccc4c(c3)OCO4)nc3ccccc3c2=O)c1	i
C#C[C@H]1CN2CC[C@H]1C[C@@H]2CNCc1ccc(C(C)C)cc1	i
CC(Cc1ccccn1)N(C)C1CCN(c2ccc3c(c2)OCO3)CC1 (stereo not drawn)	?
Cc1ccc(CN2CCN(c3ccc(Cl)cc3)CC2)cc1	i
COc1ccc(-c2cc([C@H]3CN4CC[C@H]3C[C@@H]4CNC(=S)NCC(C)C)n(C)n2)cc1	i
COCCn1cc(C(=O)N2CCC3(CC2)OCCO3)c2c3ccccc3n(C)c2c1=O	i
COc1cccc(CN2CCN(C)CC2)c1OC	i
COCCNC(=O)[C@H]1CN2CC[C@H]1C[C@@H]2Cn1cc(-c2ccc(C(C)(C)C)cc2)nn1	?
COc1ccccc1-c1cc([C@H]2CN3CC[C@H]2C[C@@H]3CO)n(C)n1	i
C(#CCN1CCCCC1)COc1ccccc1	i
Cc1nc(-c2cccs2)cc([C@H]2CN3CC[C@H]2C[C@@H]3CNC(=O)C(C)(C)C)n1	i
Cn1nc(-c2cccc3c2CCNC3)ccc1=O	?
COc1ccccc1-c1cc([C@H]2CN3CC[C@H]2C[C@@H]3CNC(=O)C2CCCCC2)n(C)n1	i
CC(C)NC(=O)[C@H]1CN2CC[C@H]1C[C@@H]2Cn1cc(C2(O)CCCC2)nn1	i
CCSc1nnc(NC(=O)c2cccn(Cc3ccc(C(F)(F)F)cc3)c2=O)s1	?
Cc1cc(C=O)c(C)n1C1CCCCC1	30%*
COc1ccc(CNCCC2(c3ccccc3)CCOC(C)(C)C2)cc1OC (stereo not drawn)	i
Other results
SMILES	ST2 inh
Cn1nc(-c2cccs2)cc1[C@H]1CN2CC[C@H]1C[C@@H]2CNC(=O)NCc1ccccc1	i
O=[N+]([O-])c1ccc(N2CCN(Cc3c(F)cccc3Cl)CC2)cc1	?
Cc1ncc(CC(=O)N2CCN(C)C(c3ccccc3)C2)c(=O)[nH]1 (stereo not drawn)	i
CN1CCN(c2ccc([N+](=O)[O-])c(Sc3nccn3C)c2)CC1	i
Cc1ccc2c(c1)c(=O)c1c3n2CCN(CC#N)C3CC1 (stereo not drawn)	i
O=c1oc2ccccc2c(O)c1C(C[N+](=O)[O-])c1c[nH]c2ccccc12 (stereo not drawn)	i
C=C[C@H]1CN2CC[C@H]1C[C@@H]2CNC(=S)NCc1ccccc1	i
O=C(NCc1ccsc1)c1cn(CC2CCCO2)cc(C(=O)NC2CCCCCCC2)c1=O (stereo not drawn)	i
Cn1nc(-c2ccc(F)cc2)cc1[C@H]1CN2CC[C@H]1C[C@@H]2CNCc1ccccn1	i
OCc1cnc[nH]1	i
Cc1ccc(S(=O)(=O)NC[C@H]2C[C@@H]3CCN2C[C@@H]3CN2CCN(C)CC2)cc1	i
COc1ccc(CN2CCN(c3ccccc3)CC2)cc1C	?
CN(C)C(=O)[C@H]1CN2CCC1C[C@@H]2Cn1cc(CCO)nn1 (stereo partly drawn)	?
COc1ccccc1CN1CCN(c2ccccc2)CC1	i
CN(C)Cc1cn(C[C@H]2C[C@@H]3CCN2C[C@@H]3C(=O)NCc2ccc(F)cc2)nn1	?
C=CCSCC(=O)N1CCC2(CCNCC2)CC1	i
CC1(C)CC2(CCCNC2)CCO1 (stereo not drawn)	?
Cc1c(C(=O)N2CCC3(CC2)OCCO3)oc2ccc(S(=O)(=O)N3CCCCCC3)cc12	i
O=C1C2CCCN2C(c2cccc(Cl)c2)N1c1ccccn1 (stereo not drawn)	i
COc1ccc(Br)cc1CN1CCN(c2ccc(F)cc2)CC1	?
O=C(O)COCC(=O)N1C[C@@H]2C[C@H](C1)c1ccc(-c3cccc(C(F)(F)F)c3)c(=O)n1C2	i
CN1C[C@@H]2OCC(=O)N(CC3CC3)[C@@H]2C1	i
CCCS(=O)(=O)N1C[C@@H]2C[C@H](C1)c1c(-c3cccc(C#N)c3)ccc(=O)n1C2	?
CN(CCc1ccccn1)C1CCCC1	i
Cc1ccc(C)c(CN2CCN(c3ccccc3)CC2)c1	i
(cont.)
SMILES	ST2 inh
Cc1cnc2c(C(=O)N3CCCC4(CCNC4)C3)cnn2c1 (stereo not drawn)	?
Cc1cccnc1CC(C)N(C)Cc1cccs1 (stereo not drawn)	i
COc1ccc(-c2nc(CSCC(=O)N3CCC4(CC3)OCCO4)c(C)o2)cc1OC	i
COc1cccc(CN2CCN(c3ccccc3F)CC2)c1	i
C#C[C@H]1CN2CC[C@H]1C[C@@H]2CNC(=O)COC	i
C=C[C@H]1CN2CC[C@H]1C[C@@H]2CNC(=O)Nc1ccc(C(C)(C)C)cc1	i
CCN(CC)C[C@H]1CN2CC[C@H]1C[C@@H]2CNS(=O)(=O)c1ccccc1	i
C[C@H]1C2Cc3ccc(O)cc3[C@]1(C)CCN2CC1CC1	i
CN1CCC2(CC1)N1CC3(C)CN2CC(C)(C1)C3=O	i
COC(=O)COc1cc(C)cc2oc(=O)c3c(c12)CCCC3	i
Cc1noc2ccc(C3NCCc4[nH]cnc43)cc12 (stereo not drawn)	i
COc1ccccc1CC(C)N(C)C(=O)Cc1csc(C)n1 (stereo not drawn)	i
CCC(CC)c1cc([C@H]2CN3CC[C@H]2C[C@@H]3CNC(=O)COC)nc(-c2ccncc2)n1	i
C#C[C@H]1CN2CC[C@H]1C[C@@H]2CNC(=S)Nc1cc(C)cc(C)c1	i
CN(C)Cc1cn(C[C@H]2CC3CCN2C[C@@H]3C(=O)NCc2ccc3c(c2)OCO3)nn1 (stereo partly drawn)	i
O=C(NC[C@H]1C[C@@H]2CCN1C[C@@H]2CN1CCCC1)c1ccccc1	i
CC1CN(C2(n3nnc4ccccc43)CCC(C(C)(C)C)CC2)CC(C)O1 (stereo not drawn)	i
O=C(c1cccnc1)C1CCCN(Cc2cc3n(n2)CCCNC3)C1 (stereo not drawn)	i
COc1ccc(C(=O)NC[C@H]2C[C@@H]3CCN2C[C@@H]3c2cc(-c3ccccc3)nn2C)cc1	i
O=[N+]([O-])c1cccc(CN2CCN(c3ccc(F)cc3)CC2)c1	?
CCCc1nc2ccccc2c(N)c1CC (tested in a mixture with another compound)	i
N#Cc1ccc(C(=O)N2C[C@@H]3C[C@H](C2)c2c(-c4cccs4)ccc(=O)n2C3)cc1	?
CSCC(=O)Nc1ccc(=O)n2c1[C@@H]1C[C@@H](CN(C(=O)c3ccc(F)cc3)C1)C2	i
N/C(=N/[N+](=O)[O-])Nc1ccc(NC(=O)c2ccc([N+](=O)[O-])cc2)cc1	i
Cc1cccc(CN(C)C(C)Cc2ncccc2C)n1 (stereo not drawn)	i

Among those listed so far, these have an aryl methoxy group.
SMILES	ST2 inh
COc1cc(CN(C)CCc2ccccc2)c([N+](=O)[O-])cc1OC	?
COc1ccc(-c2cc([C@H]3CN4CC[C@H]3C[C@@H]4CNC(=O)Nc3cccc(C#N)c3)n(C)n2)cc1	i
COc1ccc(CN2C(=O)CC(=O)NC2=O)cc1	i
COc1ccc(S(=O)(=O)NC[C@H]2C[C@@H]3CCN2C[C@@H]3CN2CCSCC2)cc1	i
COc1ccc(Cl)cc1/C=C/[N+](=O)[O-]	97%*
C#CCOc1c(I)cc(/C=C/[N+](=O)[O-])cc1OC	i
COc1ccc(-c2cc([C@H]3CN4CC[C@H]3C[C@@H]4CNC(=S)NCC(C)C)n(C)n2)cc1	i
COc1cccc(CN2CCN(C)CC2)c1OC	i
COc1ccccc1-c1cc([C@H]2CN3CC[C@H]2C[C@@H]3CO)n(C)n1	i
COc1ccccc1-c1cc([C@H]2CN3CC[C@H]2C[C@@H]3CNC(=O)C2CCCCC2)n(C)n1	i
COc1ccc(CNCCC2(c3ccccc3)CCOC(C)(C)C2)cc1OC (stereo not drawn)	i
COc1ccc(CN2CCN(c3ccccc3)CC2)cc1C	?
COc1ccccc1CN1CCN(c2ccccc2)CC1	i
COc1ccc(Br)cc1CN1CCN(c2ccc(F)cc2)CC1	?
COc1ccc(-c2nc(CSCC(=O)N3CCC4(CC3)OCCO4)c(C)o2)cc1OC	i
COc1cccc(CN2CCN(c3ccccc3F)CC2)c1	i
COc1ccccc1CC(C)N(C)C(=O)Cc1csc(C)n1 (stereo not drawn)	i
COc1ccc(C(=O)NC[C@H]2C[C@@H]3CCN2C[C@@H]3c2cc(-c3ccccc3)nn2C)cc1	i

Additional results follow:
SMILES	ST2 inh
Cn1nc(-c2ccco2)cc1[C@H]1CN2CC[C@H]1C[C@@H]2CNC(=O)c1ccc2c(c1)OCO2	i
C=CCC1(CC=C)C(=O)N(C)C(=O)N(C)C1=O	i
COc1ccc(CCNC2CCC(C)C2)cc1 (stereo not drawn)	50%*
Cn1nc(C2CCCC2)cc1[C@H]1CN2CC[C@H]1C[C@@H]2CO	i
COc1ccccc1N1CCN(Cc2cccc([N+](=O)[O-])c2)CC1	i
CN1C[C@@H]2CC[C@H](CC1=O)N2Cc1nccn1C	i
CCCNC(=O)OC[C@H]1C[C@@H]2CCN1C[C@@H]2c1cc(-c2ccc(F)cc2)nc(C)n1	?
CCN1CCN(Cc2cccc(OC)c2)CC1	i
CCCN(CCC)C1Cc2cc(OC)c(OC)cc2C1	i
Clc1ccccc1CN1CCN(Cc2ccccc2)CC1	i
OCC(O)Cc1ccc2c(c1)OCO2 (stereo not drawn)	i
COc1ccc(-c2ccccc2N2CCNCC2)c2ccc(C)nc12	i
CSCC(=O)N1C[C@@H]2C[C@H](C1)c1ccc(-c3ccccc3CN(C)C)c(=O)n1C2	i
CCCN1CCC[C@@H](c2cccc(O)c2)C1	?
Nc1ccc(Cl)cc1C(=O)c1ccccc1Cl	?
Cc1ccc(C2N(c3ccccn3)C(=O)C3CCCN32)o1 (stereo not drawn)	?
N#Cc1cccc(NC(=O)N2C[C@@H]3C[C@H](C2)c2ccc(-c4ccc(Cl)cc4)c(=O)n2C3)c1	i
O=c1c2ccccc2nc(/C=C/c2ccc([N+](=O)[O-])cc2)n1-c1cccnc1	?
CCn1c(=N)n(Cc2ccccc2F)c2ccccc21	i
O[C@]12CCCC[C@@H]1[C@@H](c1ccccc1F)NCC2	i
COc1ccc2c(c1)/C(=C/c1cnc[nH]1)C(=O)N2	?
COc1ccc(-c2cc([C@H]3CN4CC[C@H]3C[C@@H]4CNS(=O)(=O)c3cccs3)n(C)n2)cc1	?
Cc1cccc(-n2c(/C=C3\C(=O)Nc4ccc(Br)cc43)nc3ccccc3c2=O)c1	?
N#CC(/C=C/c1ccccc1)N1CCOCC1 (stereo not drawn)	i
CCCn1ncc(C(=O)NC(C)C(=O)Nc2ccc(F)cc2C)c1C (stereo not drawn)	i
